Rev-erbA mod: modulators of human Rev-erb alpha DNA binding; actives 0.79% (n = 370,000); activity, % at 10 µM; Rev-erbα–FITC-DNA binding, fluorescence polarization, 90 min; P20393;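 active = activity above about 14%, limit read from the data; passing the limit was not always enough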;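 note: 0% = DMSO wells with 35 nM protein and 100% = DMSO wells with 750 nM protein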
GC-B act: GC-B (human) receptor activation; HEK293-GC-B cells, CNP EC30, cGMP TR-FRET; 0% at EC30 CNP, 100% saturating CNP; activation, % at 10 µM; actives 0.11% (n = 370,000);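 active = activation at 10 µM reaching about 35% in either raw or pattern-adjusted values, limit read from the data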
GC-A act: GC-A (human) enzyme activation | P16066 | activation, % at 10 µM | AID 1671463 | actives 0.14% (n = 370,000) | HEK293 GC-A cells, cGMP TR-FRET, EC30 ANP; 0% at EC30 ANP, 100% saturating ANP; in the data active = activation above about 40%
SMARCA2 act: SMARCA2 function activation, primary screen. AID 652017. MG213 cells, MMTV-luciferase reporter, dexamethasone, overnight. actives 1% (n = 370,000). activation, % at 9.1 µM; in the data active = activation above about 7.8%;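 note: 0% = vehicle wells and 100% = reference activator wells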
ARFGAP1 inh: inhibitors of rat ARFGAP1. AID 651572. inhibition, % at 16.5 µM. actives 0.26% (n = 360,000). Arfgap1-stimulated ARF1 GTP hydrolysis, GDP FP detection;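 active = inhibition above a per-plate limit, mean inhibition of low control wells plus 3 SD, cut at about 25% in these data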;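 note: 0% = DMSO wells with enzyme and 100% = wells lacking Arfgap1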
Target sequence (Q62848 1-136 limits assumed): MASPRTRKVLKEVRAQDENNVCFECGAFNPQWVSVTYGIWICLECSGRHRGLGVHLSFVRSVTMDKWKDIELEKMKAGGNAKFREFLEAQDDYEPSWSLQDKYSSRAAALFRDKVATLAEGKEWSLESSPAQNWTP
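Material: truncated rat Arfgap1 GAP domain; Incubation: compound-enzyme preincubation 20 min, reaction 120 min, detection 60 min, 25 °C; Read-out: percent inhibition of Arfgap1-stimulated GTP hydrolysis; Technique: FP, GDP Alexa 633 tracer displaced from anti-GDP antibody, 620/688 nm; Controls: No-Arfgap1 wells (100%) versus DMSO full-reaction wells (0%); Replication: single well per compound.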
PG9 binder: binds the HIV-1 gp120 antibody PG9 | TR-FRET gp120-PG9 antibody binding | actives 0.43% (n = 360,000) | inhibition, % at 6.7 µM; in the data active = inhibition above about 8.5%
ABHD4 inh: inhibits mouse alpha/beta hydrolase domain 4; inhibition, % at 8.92 µM; AID 720543; actives 0.54% (n = 370,000); Q8VD66; purified mABHD4, FP-Rh probe fluorescence polarization;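 active = inhibition exceeding the mean over every tested compound plus 3 SD, cut at about 30% in these data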;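 note: 0% = plate median of compound wells and 100% = S159A mutant with DMSO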
Target sequence (Q8VD66 whole entry, looked up, the tested form may be a part): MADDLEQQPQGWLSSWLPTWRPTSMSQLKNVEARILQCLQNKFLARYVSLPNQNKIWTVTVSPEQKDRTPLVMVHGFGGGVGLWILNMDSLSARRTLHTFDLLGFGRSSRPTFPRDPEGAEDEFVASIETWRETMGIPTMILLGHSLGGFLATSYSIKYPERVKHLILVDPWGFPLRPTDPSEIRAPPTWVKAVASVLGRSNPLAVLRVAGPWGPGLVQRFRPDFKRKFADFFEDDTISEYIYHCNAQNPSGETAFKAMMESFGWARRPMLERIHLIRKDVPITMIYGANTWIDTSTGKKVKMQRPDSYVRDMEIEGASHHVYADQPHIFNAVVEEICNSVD
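Assay system: mABHD4 protein; medium: HEPES pH 7.0, NaCl, Pluronic buffer; dosing: 8.92 µM, single dose; schedule: 45 min + 60 min at 25 °C; signal: FP readout, ex 525 nm / em 598 nm; read-out: normalized percent inhibition of probe labeling; repeats: single replicate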
rCAG binder: r(CAG) repeat RNA binding. inhibition, % at 3 µM. actives 1.3% (n = 370,000). TO-PRO-1 dye displacement fluorescence. AID 651821;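 active = inhibition above the plate cutoff, the mean of all test compounds on that plate plus 3 SD, cut at about 35% in these data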;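 note: 0% = DMSO alone and 100% = 100 µM mitoxantrone as full dye displacement; higher means more dye released from RNA so lower well fluorescence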
HTRA1 inh: blocks human HTRA1 serine peptidase | AID 504803 | Q92743 | actives 0.5% (n = 340,000) | inhibition, % at 5.96 µM | recombinant HTRA1, FP-rhodamine activity-based probe, fluorescence polarization; in the data active = inhibition above about 36%;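 note: 0% = enzyme with DMSO and 100% = wells lacking enzyme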
ASAP1 GAP inh: ASAP1 ArfGAP inhibition; Q9ULH1; actives 0.19% (n = 360,000); inhibition, % at 16.5 µM; ASAP1-stimulated ARF1 GTP hydrolysis, GDP FP detection; in the data active = inhibition above about 25%;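 note: 0% = vehicle with enzyme and substrate and 100% = no enzyme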
Target sequence (Q9ULH1 325-724 limits assumed): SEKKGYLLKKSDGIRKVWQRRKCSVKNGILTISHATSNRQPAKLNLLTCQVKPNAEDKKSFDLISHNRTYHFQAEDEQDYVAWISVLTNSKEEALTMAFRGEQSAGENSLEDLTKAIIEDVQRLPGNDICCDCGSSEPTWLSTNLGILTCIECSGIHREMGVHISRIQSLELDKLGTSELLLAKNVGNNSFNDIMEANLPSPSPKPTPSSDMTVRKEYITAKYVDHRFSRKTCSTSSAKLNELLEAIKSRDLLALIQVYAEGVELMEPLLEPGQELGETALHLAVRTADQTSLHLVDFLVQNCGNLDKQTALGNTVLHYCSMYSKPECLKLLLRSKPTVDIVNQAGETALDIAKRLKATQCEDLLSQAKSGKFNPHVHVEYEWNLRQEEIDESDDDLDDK
Active calls of the source: *; . = no result given. The order is random; any-hit rate near 4.4%.

structure | Rev-erbA mod | GC-B act | GC-A act | SMARCA2 act | ARFGAP1 inh | PG9 binder | ABHD4 inh | rCAG binder | HTRA1 inh | ASAP1 GAP inh
O=C(Nc1ccc(F)cc1F)C1CC(=O)N(Cc2ccccc2)C1 (centres undefined) | -6 | -2 | 2 | -2 | 2 | 0.5 | 2 | 1 | -2 | 3
CCOC(=O)C1=C(CSc2nccn2C)NC(=O)NC1c1ccc2c(c1)OCO2 (centres undefined) | -3 | -1 | -3 | 2 | 8 | -2.3 | -2 | -2 | 3 | -9
Cc1ccc(/C=C2/SC(=S)N(CCC(=O)N3CCOCC3)C2=O)cc1 | -4 | 1 | -4 | -5 | 2 | -1.6 | 0 | 4 | 4 | -1
O=C(N=C1SC2CS(=O)(=O)CC2N1c1ccc(F)cc1)C1CC1 (centres undefined) | 4 | -4 | -2 | -1 | -1 | 1.3 | -5 | 2 | 8 | 13
CC(C)n1cc(CN2CCC(n3nccc3NC(=O)CCCc3ccccc3)CC2)cn1 | -1 | -2 | 1 | -3 | -4 | 0.7 | 1 | -9 | 3 | -1
CC(C)OC(=O)CNc1n[nH]c(=S)[nH]c1=O | -2 | -12 | -1 | -2 | -7 | -2.0 | -2 | -2 | -10 | -4
CC1CC(C)(C)NC(=S)N1CCCC(=O)N1CCN(c2ccccc2F)CC1 (centres undefined) | -2 | 2 | 1 | 0 | 5 | -2.8 | 2 | -5 | -6 | -3
CSc1nc(N)nc2c1ncn2CC(=O)NCCNc1ccc([N+](=O)[O-])cn1 | 5 | -11 | 1 | -5 | -13 | -1.2 | 1 | 1 | 1 | 6
COc1ccc(S(=O)(=O)N(C)C)cc1NC(=O)Cc1cccs1 | -1 | -1 | -1 | -3 | 0 | 1.0 | 1 | 2 | 9 | -3
O=C(NC(Cc1ccccc1)C(=O)O)/C(=C/c1ccc([N+](=O)[O-])cc1)NC(=O)c1ccc(Br)o1 (centres undefined) | 3 | 5 | 3 | -1 | -1 | -2.1 | 8 | 16 | 2 | -2
COc1ccccc1C(=O)OCCc1ccccc1 | -4 | -2 | -1 | 11* | -9 | 1.2 | 1 | -2 | 2 | 2
O=C(c1ccc(Br)cc1)c1cc([N+](=O)[O-])ccc1N1CCCCC1 | 0 | -4 | -12 | -1 | 6 | 1.5 | -1 | 2 | -242 | 6
O=C(CCCNC(=O)c1ccc(Cl)cc1)OCc1cccc(Br)c1 | -3 | 0 | -2 | -1 | 14 | 0.6 | -8 | -4 | -35 | -10
O=C(COc1ccc(S(=O)(=O)N2CCCC2)cc1[N+](=O)[O-])N1CCCCC1 | -6 | 3 | -1 | 1 | 2 | 0.4 | 2 | 1 | -1 | 2
Cc1c(-c2ccccc2)nc2ccccc2c1C(=O)NCc1cccs1 | -8 | -1 | 1 | 8.1* | 2 | -0.9 | -9 | 4 | -13 | -3

Pulled one by one from above:
structure | Rev-erbA mod | GC-B act | GC-A act | SMARCA2 act | ARFGAP1 inh | PG9 binder | ABHD4 inh | rCAG binder | HTRA1 inh | ASAP1 GAP inh
COc1ccccc1C(=O)OCCc1ccccc1 | -4 | -2 | -1 | 11* | -9 | 1.2 | 1 | -2 | 2 | 2
CC(C)n1cc(CN2CCC(n3nccc3NC(=O)CCCc3ccccc3)CC2)cn1 | -1 | -2 | 1 | -3 | -4 | 0.7 | 1 | -9 | 3 | -1
O=C(COc1ccc(S(=O)(=O)N2CCCC2)cc1[N+](=O)[O-])N1CCCCC1 | -6 | 3 | -1 | 1 | 2 | 0.4 | 2 | 1 | -1 | 2
O=C(NC(Cc1ccccc1)C(=O)O)/C(=C/c1ccc([N+](=O)[O-])cc1)NC(=O)c1ccc(Br)o1 (centres undefined) | 3 | 5 | 3 | -1 | -1 | -2.1 | 8 | 16 | 2 | -2
Cc1c(-c2ccccc2)nc2ccccc2c1C(=O)NCc1cccs1 | -8 | -1 | 1 | 8.1* | 2 | -0.9 | -9 | 4 | -13 | -3
CC(C)OC(=O)CNc1n[nH]c(=S)[nH]c1=O | -2 | -12 | -1 | -2 | -7 | -2.0 | -2 | -2 | -10 | -4

Next results follow.
structure | Rev-erbA mod | GC-B act | GC-A act | SMARCA2 act | ARFGAP1 inh | PG9 binder | ABHD4 inh | rCAG binder | HTRA1 inh | ASAP1 GAP inh
Cc1[nH][nH]c(=O)c1C(c1cc2c(cc1Br)OCO2)c1c(C)[nH][nH]c1=O | 4 | -2 | 4 | 1 | 0 | 0.7 | 11 | 3 | 5 | 0
Clc1c(OCCCn2ccnc2)ccc2ccccc12 | 3 | -1 | 1 | 4 | 1 | -0.2 | 0 | -4 | -6 | 4
Cc1ccc(N2CCN(c3ncccc3[N+](=O)[O-])CC2)c(C)c1 | -2 | -2 | 1 | -1 | -5 | -0.7 | -3 | -4 | -6 | 12
COC(=O)C(=Nc1ccccc1)/C(C(=O)C(=O)N(C)c1ccccc1)=C(\O)c1ccccc1 | 2 | -6 | 1 | 3 | 2 | -0.7 | 11 | 3 | 5 | -11
Cc1ccc(N(CC(=O)NC(C)(C)C)C(=O)CCC(=O)Nc2ccccn2)c(C)c1 | 5 | -2 | -4 | -1 | -1 | 2.2 | 0 | -2 | 1 | -3
COc1ccc(CN2CC(=O)N(c3ccccc3C)C2=S)cc1OC | -3 | 7 | 5 | -5 | 2 | -1.4 | 1 | 4 | -5 | 9
O=C(O)Cn1c(C(F)(F)F)nc2ccccc21 | 9 | 1 | -2 | 4 | 4 | 0.4 | -2 | 2 | 3 | 11
CCC(C)c1ccc(O)c(/C=N/O)c1 (centres undefined) | 2 | -5 | 8 | 4 | 15 | 0.6 | 3 | 1 | 6 | -9
O=c1[nH]c2ccc(S(=O)(=O)N3CCN(c4ccc(F)cc4)CC3)cc2o1 | -7 | 6 | 2 | -3 | -1 | -2.5 | 10 | 5 | 8 | 5
COc1ccc(NC(=O)COC(=O)CCCN2C(=O)c3ccccc3C2=O)cc1Cl | -3 | -1 | 0 | -2 | -1 | -0.1 | 6 | -1 | -7 | 1
COC(=O)c1cc(Br)c(=O)n(Cc2cccnc2)c1 | -2 | 2 | 0 | 0 | -1 | 0.4 | -10 | -1 | -1 | -4
O=S1(=O)CCC(N=Cc2cc(Br)ccc2O)C1 (centres undefined) | -1 | -2 | 9 | 0 | 12 | -1.8 | 2 | 1 | 24 | -7
COc1nc(OC)nc(N2CCCCCC2)n1 | 4 | 7 | 2 | -3 | -3 | 0.6 | -2 | -6 | 1 | 11
CCOC(=O)[C@@H]1[C@H]2COc3cc(OC)ccc3[C@@H]2N2C(=O)N(c3ccc(OC)cc3)C(=O)[C@@]12C | -1 | -2 | -2 | 1 | 4 | -0.7 | 3 | -5 | -2 | 5
COc1ccc(-c2cc3nc(-c4ccccc4)cc(N4CCN(C(C)=O)CC4)n3n2)cc1 | -4 | -4 | -2 | -7 | -4 | 0.6 | -20 | 5 | -34 | 16

(cont.)
structure | Rev-erbA mod | GC-B act | GC-A act | SMARCA2 act | ARFGAP1 inh | PG9 binder | ABHD4 inh | rCAG binder | HTRA1 inh | ASAP1 GAP inh
COc1ccc(CCNC(=O)CN2CCOc3ccccc32)cc1OC | -6 | -3 | 1 | -2 | -6 | -1.0 | 0 | -1 | -6 | -14
Cc1cccc(N2CCC(N=CN(C)C)=N2)c1 | 3 | -7 | -9 | 1 | -13 | -36 | -3 | -1 | 10 | -7
Cc1c(C(=O)Nc2ccccc2)c2ccc(C(F)(F)F)cc2n1O | -4 | -2 | 3 | -7 | 0 | -0.5 | -5 | 9 | . | -13
C/C(=N\OCC(=O)Nc1cc(C)cc(C)c1)c1ccc2c(c1)OCCO2 | 11 | 4 | 0 | -4 | 3 | -1.8 | -6 | -5 | -23 | 7
COc1ccc(C(CNC(=O)c2cc(S(=O)(=O)Nc3cccc(C)c3)ccc2C)N2CCCC2)cc1 (centres undefined) | -6 | -7 | -13 | -1 | 11 | 0.1 | 0 | -3 | -6 | 1
S=C(NCC1CC1)N/N=C/c1ccccc1Cl | -5 | 0 | -3 | -2 | 3 | 0.5 | 3 | -6 | -15 | -12
O=C(CCCO)NC1Cc2ccccc2C1 | 10 | -6 | 3 | 1 | 9 | -0.6 | -3 | 0 | 5 | 0
O=c1c2c(-c3cccs3)csc2[nH]c(=S)n1-c1ccccc1 | -5 | -7 | 4 | 1 | 6 | 5.8 | 5 | 10 | -2 | -1
CCOC(=O)N1CCC(c2cc(=O)n3[nH]c(-c4ccccc4)cc3n2)CC1 | -4 | -10 | -3 | 0 | -11 | 1.4 | 3 | 5 | 1 | -5
O=C(Nc1ccc(NC(=O)C2CC2)cc1)c1cccs1 | 5 | -7 | 1 | 4 | -4 | -2.1 | -1 | 0 | -2 | 1
COc1ccc(-c2nc(NC3=NCCCCC3)sc2C)cc1 | -4 | -3 | 1 | -4 | -11 | 2.6 | 4 | -8 | -2 | -1
COc1ccc(C(=O)OCC(=O)Nc2ccc(N3CCOCC3)cc2)cc1OC | 1 | -3 | -3 | -4 | 4 | -1.5 | -1 | 4 | 4 | 10
CC(C)c1ccc(Nc2nc(Cl)nc(NCCO)n2)cc1 | -4 | 5 | 5 | -2 | -1 | 1.0 | 1 | 2 | -1 | 1
COc1ccc(Cl)c(OC)c1C(=O)NC(=O)Nc1nc(C)nc(C)n1 | -3 | -1 | -2 | -3 | -2 | 1.2 | -13 | -6 | -2 | -1
COc1ccc(/C(N)=N/OC(=O)CCC2CCCC2)cc1OC | -2 | 7 | 2 | 1 | 8 | -1.6 | 0 | -4 | -6 | 12

The list continues:
structure | Rev-erbA mod | GC-B act | GC-A act | SMARCA2 act | ARFGAP1 inh | PG9 binder | ABHD4 inh | rCAG binder | HTRA1 inh | ASAP1 GAP inh
O=C(CC1NC(=O)NC1=O)Nc1cccc2ccccc12 (centres undefined) | 0 | 0 | -3 | -3 | -4 | 2.5 | -1 | 0 | 1 | 3
COc1ccc(CCNC(=O)CSc2nnc(-c3ccccc3)o2)cc1OC | 1 | 2 | 4 | 4 | 7 | -0.6 | 0 | -4 | 2 | -8
COc1ccccc1CNC(=O)C[C@H]1CC[C@H]2[C@H](COc3ccc(NS(=O)(=O)c4ccc(C)cc4)cc3C(=O)N2C)O1 | -1 | -3 | 1 | -2 | . | . | 15 | 8 | . | .
C/C(=N\NC(=O)c1nnn(-c2nonc2N)c1CN(C)c1ccccc1)c1cccs1 | 2 | -2 | 2 | -1 | 2 | 0.0 | -7 | 3 | -9 | 0
COc1ccc(CNC(=O)Cn2cc([N+](=O)[O-])nc2C)cc1 | 0 | 1 | -2 | -3 | -9 | -1.1 | -2 | 0 | -1 | 1

Compound activity: PubChem BioAssay, several laboratories
